TNAP act mid DEA = human TNAP enzyme activators, primary screen, biochemical, luminescent, intermediate phosphate acceptor level; Alkaline phosphatase, tissue-nonspecific isozyme (Homo sapiens), P05186; purified TNAP, CDP-star luminescence, 100 mM DEA, 30 min; stronger effect = higher value; scale: 0 levamisole-inhibited, 1 vehicle-only enzyme; activation factor at 20 µM; 64,000 tested, under 10 active;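 active means activation factor of at least 2 at 20 µM, relative to controls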
NADH coupling = inhibitors of PK/LDH coupling enzymes, profiling panel, artefact control, biochemical, MLSMR library | hit rate 0.02% among 65,000 | AID 774, 2007 | coupled PK/LDH NADH assays, four targets | IC50, µM (series often up to 10 µM), inactives show at the highest dose inhibition;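 active means single-dose screening hits from any of four coupled enzyme assays that gave an IC50 when retested across doses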;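 further: the DPM-DC format reads NADH fluorescence rather than 340 nm absorbance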
RORa activator = activators of orphan receptor RORA, primary screen, cell-based, luminescence; Nuclear receptor ROR-alpha (Homo sapiens), P35398; CHO-K1 Gal4-RORA LBD luciferase reporter; percent increase over mock-subtracted basal signal; activation, % at 10 µM; hit rate 1.5% among 65,000;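 active means activation above the mean of all tested compounds plus 3 SD, cut at about 49% in these data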;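 further: 0% = DMSO-treated RORA cells and 100% = added signal equal to DMSO minus mock-transfected cells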
Target sequence (P35398 whole entry, looked up, the tested form may be a part): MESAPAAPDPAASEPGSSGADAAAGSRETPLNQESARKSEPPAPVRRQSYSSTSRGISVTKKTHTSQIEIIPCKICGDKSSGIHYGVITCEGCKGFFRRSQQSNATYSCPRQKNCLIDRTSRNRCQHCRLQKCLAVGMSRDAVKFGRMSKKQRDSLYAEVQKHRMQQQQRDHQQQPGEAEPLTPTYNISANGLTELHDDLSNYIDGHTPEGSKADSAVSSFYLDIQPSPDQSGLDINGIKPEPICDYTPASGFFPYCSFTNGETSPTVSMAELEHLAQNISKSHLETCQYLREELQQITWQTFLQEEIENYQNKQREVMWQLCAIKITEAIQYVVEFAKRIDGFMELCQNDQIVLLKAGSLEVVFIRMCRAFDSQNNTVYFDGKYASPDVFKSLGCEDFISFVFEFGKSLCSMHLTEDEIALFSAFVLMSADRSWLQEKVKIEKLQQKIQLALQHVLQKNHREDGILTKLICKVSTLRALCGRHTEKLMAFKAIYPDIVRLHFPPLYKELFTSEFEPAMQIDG
Abs 340nm = compound light absorbance at 340 nm, profiling panel, artefact control, biochemical, MLSMR library, data from PS, PMK, MK assays. 65,000 tested, under 10 active. AID 708, 2007. fold change at 10 µM. compound absorbance at 340 nm, fold over control;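 active means at 10 µM dose, initial 340 nm absorbance at least 2 fold that of control wells; inactive means change under 2 fold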;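 further: initial absorbance extrapolated from kinetic A340 decline of NADH oxidation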
5HT1a ag = human 5-HT1a receptor agonists, primary screen, cell-based, CHO, Ga15 NFAT-bla reporter. 5-hydroxytryptamine receptor 1A (Homo sapiens), P08908. CHO 5-HT1a Ga15 NFAT-bla reporter, FRET ratio; 0% basal, 100% maximal reference agonist. activation, % at 10 µM. hit rate 0.56% among 65,000. AID 567, 2006;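 active means activation above the screen-wide mean activation plus 3 SD, cut at about 19% in these data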;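 further: 0% = DMSO wells and 100% = 5-CT at EC100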
SF1 activator = activators of human SF-1, primary screen, cell-based, CHO-K1, Gal4-SF-1 LBD, luciferase luminescence. CHO-K1 Gal4-SF-1 LBD luciferase reporter; % increase over DMSO SF-1-specific signal. activation, % at 10 µM. hit rate 1.9% among 65,000. AID 522, 2006;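 active means activation above the mean activation of all tested compounds plus 3 SD, cut at about 50% in these data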
Target sequence (Q13285 whole entry, looked up, the tested form may be a part): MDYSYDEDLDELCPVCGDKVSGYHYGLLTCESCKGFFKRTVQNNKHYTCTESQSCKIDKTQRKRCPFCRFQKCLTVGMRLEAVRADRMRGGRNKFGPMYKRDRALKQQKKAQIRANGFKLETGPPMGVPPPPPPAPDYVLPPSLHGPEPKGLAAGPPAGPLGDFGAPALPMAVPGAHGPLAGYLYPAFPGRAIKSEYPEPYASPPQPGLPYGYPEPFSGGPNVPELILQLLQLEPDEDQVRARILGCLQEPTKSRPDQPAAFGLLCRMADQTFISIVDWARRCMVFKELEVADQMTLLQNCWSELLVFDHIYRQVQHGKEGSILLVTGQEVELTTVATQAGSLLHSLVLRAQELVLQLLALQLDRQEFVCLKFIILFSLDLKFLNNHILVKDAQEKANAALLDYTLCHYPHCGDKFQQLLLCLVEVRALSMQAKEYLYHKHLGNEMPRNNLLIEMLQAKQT
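Test system: CHO-K1 cells co-transfected with Gal4 DBD–human SF-1 LBD, 5xGal4 luciferase reporter. Quantity: 4,000 cells per well. Compound: 10 µM only. Incubation: compound added 1 h post-seeding, 20 h exposure at 37 °C, 5% CO2. Detection: SteadyLite luciferase luminescence. Replication: one test per compound.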
Autofluor 339 = intrinsic fluorescence of library compounds, ex339/em460 – biochemical, MLSMR library, data from DPM-DC assay, artefact control, profiling panel. compound autofluorescence, ex339/em460 nm, NADH buffer; stronger effect = higher value; 1 = no-compound wells, NADH background. fluorescence fold increase at 10 µM. hit rate 5.5% among 65,000. AID 709, 2007;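 active means at 10 µM, mean starting fluorescence two-fold or more over control wells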;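 further: signal is the first read of a kinetic run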
5HT1a antag = human 5-HT1a receptor antagonists, primary screen, cell-based, CHO, Ga15 NFAT-bla reporter | 5-hydroxytryptamine receptor 1A (Homo sapiens), P08908 | CHO 5-HT1a Ga15 NFAT-bla reporter, antagonist mode | inhibition, % at 10 µM | hit rate 0.68% among 62,000 | AID 612, 2007;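 active means inhibition above the mean of all tested compounds plus 3 SD, cut at about 43% in these data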;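 further: receptor stimulated by 5-CT agonist at 100 nM near EC80; beta-lactamase reporter measured by ratiometric fluorescence of a cleavable substrate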
MMP13 inh = human MMP13 inhibitors, primary screen, biochemical, FRET peptide cleavage; MMP-13 fTHP FRET cleavage, Mca fluorescence; inhibition, % at 4 µM; hit rate 0.07% among 65,000; AID 570, 2006;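 active means inhibition above the mean of compound-free control plate wells plus 3 SD, cut at about 14% in these data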;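 further: 0% = DMSO wells and 100% = wells with reference MMP-13 inhibitor after basal subtraction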
* hit, by the source's call; . = no result given; [ ] = another dose, or the depositor's remark.

smiles	TNAP act mid DEA	NADH coupling	RORa activator	Abs 340nm	5HT1a ag	SF1 activator	Autofluor 339	5HT1a antag	MMP13 inh
C=CCOc1ccc(/C(O)=C2\C(=O)C(=O)N(CCCOC)C2c2ccncc2)cc1 (configuration not stated)	0.9	0%	6	1.1	-0.2	-17	1.1	-9	-20
Cc1nc2nc3c(cn2n1)C(=O)CC(c1ccccc1)C3 (configuration not stated)	0.9	5%	24	1	0.5	-10	1.1	0	-1
O=C(CCCCC(=O)N1CCN(c2ccccc2)CC1)N1CCN(c2ccccc2)CC1	0.9	8%	-9	1	-1.1	-4	1.1	3	3
CN(C(=O)c1ccc(S(=O)(=O)NC2CCCC2)cc1)C1CCCCC1	0.8	3%	-6	1	-0.6	-8	1	-11	-1
O=C(O)CC(C(=O)OCCOc1ccccc1)N1CCOCC1 (configuration not stated)	0.9	7%	.	1	.	.	1	.	.
CCCOc1cccc(NC(=O)c2cc(C)oc2C)c1	0.9	5%	-3	1.1	-3.0	6	1.1	21	-2
Cn1c(=O)c2c(nc(-n3ccnc3)n2Cc2ccccc2)n(C)c1=O	0.9	1%	-3	1	7.3	5	1.1	0	-7
Nc1nnc2c(n1)CCCC2	0.9	2%	-3	1.1	-3.4	11	1.1	-4	-5
CCCCNCCCOc1cccc(Cl)c1	0.8	1%	-14	1.1	0.7	-3	1.1	-1	-1
Cc1ccc(OCCn2c(=O)cnc3ccccc32)cc1	1	6%	-8	1	1.2	10	1.4	18	-7
CCS(=O)(=O)N1CCc2cc(OC)c(OC)cc2C1	0.8	2%	8	1	-2.3	1	1.1	-1	-10
CCOc1ccc2[nH]c(=O)c(CN(CCc3ccccc3)C(=O)c3cnccn3)cc2c1	1	5%	0	1.1	0.6	2	1.4	4	-5

More results
smiles	TNAP act mid DEA	NADH coupling	RORa activator	Abs 340nm	5HT1a ag	SF1 activator	Autofluor 339	5HT1a antag	MMP13 inh
Cc1nc(SCCC(=O)O)c2ccccc2n1	0.9	2%	-2	1.1	-4.6	-6	1	-8	0
Clc1cccc(-c2nc(-c3ccccn3)no2)c1	0.9	4%	-62	1	2.2	-71	1.1	9	-3
Cc1onc(-c2ccccc2)c1C(=O)N1CCN(C(=O)c2ccco2)CC1	0.9	2%	-12	0.98	-2.9	5	1	-4	3
COc1cccc(N2CC(O)=C(c3nc4ccccc4c(=O)[nH]3)C2=N)c1	0.9	12%[fluoresces]	22	1.1	-0.6	15	2.1*	16	-72[fluorescence artefact?]
CN(CC(=O)NCCc1ccccc1)S(=O)(=O)c1cccs1	0.9	6%	14	1	-0.1	18	1.1	-3	0
Nc1nc2n(n1)C(c1ccco1)CC(c1ccccc1)N2 (configuration not stated)	.	8%	8	1	-0.6	-7	0.98	1	1
Cc1ncc(CSc2nnnn2-c2ccccc2)c(N)n1	0.9	1%	-3	1.1	0.8	1	1.1	-2	-3
O=C(CSc1ncn[nH]1)OCN1C(=O)c2ccccc2C1=O	0.9	1%	-20	0.96	-0.9	7	1.1	-9	0
O=C(Nc1nnc(SCC(=O)N2CCCCC2)s1)c1cccs1	0.9	18%	5	1.1	-1.1	42	1	7	-7
COC(=O)Cc1n[nH]c(=S)[nH]c1=O	1	8%	-8	1.1	-2.1	-9	1.1	-3	4
Cc1cccc(NS(=O)(=O)c2ccc(Oc3ccccc3)cc2)n1	1	15%	4	1	-0.3	3	2.9*	5	-30
O=C(O)CCCC(=O)NCCc1ccncc1	0.9	3%	23	0.99	-0.5	-2	0.96	-11	-1

(list continues)
smiles	TNAP act mid DEA	NADH coupling	RORa activator	Abs 340nm	5HT1a ag	SF1 activator	Autofluor 339	5HT1a antag	MMP13 inh
C=CCn1c(=O)c(C(=O)Nc2nnc(C)s2)c(O)c2ccccc21	1	9%	0	1	-5.7	6	1.4	1	0
Cc1[nH]c2ccccc2c1C(=O)CN1CCCC1	1	5%	4	1	-1.8	0	1.1	2	-6
C=CCSC1=NC(N)=C(C#N)C2(CCCCC2)C1C(N)=O (configuration not stated)	0.9	5%	-17	1.1	-1.0	6	1.1	-5	1
CCn1c(SCC(=O)N2CCC(C(N)=O)(N3CCCCC3)CC2)nc2ccccc2c1=O	0.9	7%	8	1	-1.0	2	1.1	1	-2
Cc1csc2nc(CSc3nc4ccccc4o3)cn12	0.9	3%	-5	1	0.5	61*	1.1	.	0
Cn1c(=O)c2c(nc(N3CCOCC3)n2CC(=O)c2ccccc2)n(C)c1=O	0.9	8%	29	1	0.5	-4	1.1	-10	-2
CCOC(=O)c1ccc(NC(=O)C2CC2)cc1	0.9	7%	26	0.95	0.1	25	1.1	28	6
CCOc1ccccc1N1CCN(S(=O)(=O)c2ccc3c4c(cccc24)C(=O)N3)CC1	0.9	8%	-1	1.1	-0.9	2	1.3	12	2
CCCNc1nc(N2CCOCC2)nc(N2CCOCC2)n1	0.9	2%	-10	1	1.0	-14	0.99	-13	-1
OCCN1CCN(CC(O)COc2ccc3c(c2)OCO3)CC1 (configuration not stated)	1	5%	-17	1	0.5	-4	1.1	-2	-23
O=C(NCCN1CCOCC1)Nc1ccc(Cl)cc1	0.8	0%	8	1.1	-1.2	-9	1.1	-8	3
COC(=O)c1ccccc1NC(=O)CSc1nnnn1C1CCCCC1	0.8	3%	-3	1	-1.9	1	1.1	12	-2

Going on with the list:
smiles	TNAP act mid DEA	NADH coupling	RORa activator	Abs 340nm	5HT1a ag	SF1 activator	Autofluor 339	5HT1a antag	MMP13 inh
COc1ccc(CCNC(=O)c2ccn[nH]2)cc1OC	0.9	2%	-3	1	-3.0	-15	1.1	-15	2
O=c1c2ccccc2nnn1Cc1nnc(-c2ccccc2Br)o1	0.9	7%	14	1	1.7	29	1.1	10	7
Cc1occc1-c1nnc(SCC(=O)N2CCc3ccccc32)o1	0.9	1%	14	1	-0.6	-7	1.1	4	-11
Cc1[nH]nc(-c2ccc(O)cc2O)c1Oc1ccccc1	0.9	4%	1	0.99	0.7	-11	1	.	2
COc1ccc(CN(Cc2cc3cc4c(cc3[nH]c2=O)OCO4)C(=O)NC2CCCCC2)cc1	0.9	7%	-35	1	1.8	-4	2.5*	-4	-48
COc1ccc(-n2c(Cc3cccn3C)nnc2SCC(=O)NC2CCCCC2)cc1	0.9	6%	-4	1	-1.2	5	1.2	2	3
Cc1cc(C)n2nc(NCc3cccc(Br)c3)nc2n1	0.9	10%[fluoresces]	32	1.1	-0.7	-9	3.6*	4	-81[fluorescence artefact?]
CCOc1cc(N2C(=O)CC3CS(=O)(=O)CC32)c(OCC)cc1NC(=O)c1ccccc1 (configuration not stated)	0.9	11%	17	1	-3.7	6	0.86	-9	2
CC(NC(=O)c1cc(-c2cccs2)on1)c1ccccc1 (configuration not stated)	0.9	5%	-10	0.99	-2.0	-6	1	5	4
CC(C)(C)n1nnnc1C(c1ccncc1)N1CCN(C2CCCCC2)CC1 (configuration not stated)	1	3%	-6	0.97	2.2	-12	1.1	18	0
CCN(CC)S(=O)(=O)c1cccc(-c2nnc(C(=O)c3ccc(C(F)(F)F)cc3)o2)c1	0.9	8%	6	1	-1.9	6	1.1	-3	1
O=C(O)CCn1cnc2ccccc2c1=O	1	8%	-14	0.99	-2.0	4	1.1	-13	0

2 entries from above, with two lines to a compound.
Results follow in this order: TNAP act mid DEA	NADH coupling	RORa activator	Abs 340nm	5HT1a ag	SF1 activator	Autofluor 339	5HT1a antag	MMP13 inh
> O=C(O)CCn1cnc2ccccc2c1=O
→ 1	8%	-14	0.99	-2.0	4	1.1	-13	0
> CC(NC(=O)c1cc(-c2cccs2)on1)c1ccccc1 (configuration not stated)
→ 0.9	5%	-10	0.99	-2.0	-6	1	5	4

(list continues)
smiles	TNAP act mid DEA	NADH coupling	RORa activator	Abs 340nm	5HT1a ag	SF1 activator	Autofluor 339	5HT1a antag	MMP13 inh
Cc1cc(C(=O)O)c(CSc2ncn[nH]2)o1	0.9	4%	-21	1	1.1	5	1.1	.	-3
CCNC(=O)c1c(N)sc2c1CCCCC2	0.9	4%	30	1	1.9	-12	1.1	-6	-4
CN(CC(=O)Nc1ccc2c(c1)OCCO2)S(=O)(=O)c1ccc(Br)s1	0.9	11%	-21	1	-0.6	-7	1	-2	5
COC(=O)c1ccc(NC(=O)CSc2nnc(C)n2-c2ccccc2)cc1	0.9	2%	-26	1.1	1.7	1	1.1	-7	1
CC(=O)c1cccc(NC(=O)Nc2cccnc2)c1	1.1	18%	-18	1	0.9	9	0.45	20	10
O=C(CN1CCCCC1)Nc1ccc(F)c(Cl)c1	1	4%	-22	1.1	-2.9	-7	1.1	-8	2
O=C(CSc1ncnc2c1oc1ccccc12)N1CCN(c2ccccc2)CC1	.	10%	14	0.99	-3.9	-7	1.1	14	-1
Cc1cccc2cc(COC(=O)C3CCCO3)c(=O)[nH]c12 (configuration not stated)	1	3%	10	1.1	-2.3	5	1.4	-11	-4
O=C(NCc1ccc2c(c1)OCO2)C(c1ccco1)N(C(=O)c1csnn1)c1ccccc1 (configuration not stated)	1	6%	13	1	1.0	-10	1.1	3	6
Cc1cc(C)c2c(=O)[nH]c(=O)n(Cc3ccccc3)c2n1	0.9	4%	-8	0.97	-2.8	-3	1	-4	6
CS(=O)(=O)c1nncn1-c1ccccc1	.	6%	5	1	-0.9	-4	1.1	1	-2
CCOC(=O)CSc1ncnc2c1cnn2-c1ccccc1	1	8%	-16	1	-1.0	-9	1.2	-6	-2

Continuation:
smiles	TNAP act mid DEA	NADH coupling	RORa activator	Abs 340nm	5HT1a ag	SF1 activator	Autofluor 339	5HT1a antag	MMP13 inh
CCN(CC)C(=O)C1CCCN(Cc2ccc(OC)c(C)c2C)C1 (configuration not stated)	1	19%	.	1.1	.	.	1.2	.	.
Cc1nn(-c2ccccc2C(=O)O)c(=O)c2ccccc12	0.9	6%	14	1	-1.2	-12	1.1	6	2
O=C(CSc1ccc2nnc(-c3cccnc3)n2n1)NCc1ccc2c(c1)OCO2	1	3%	-24	1.1	0.7	-7	1.1	-15	4
CCC(C)(C(=O)NC1CCCCC1)N(CC1CCCO1)C(=O)c1ccccn1 (configuration not stated)	0.9	2%	-4	0.96	-3.0	2	1.1	20	-2
COc1ccccc1N1CCN(C2=CC(=O)CCC2)CC1	1	3%	-4	1.1	5.9	6	1.1	18	5
COc1ccc(C)cc1NC(=O)CSc1nnnn1Cc1ccccc1	0.8	2%	17	0.98	-0.7	7	1	10	0
O=C(Nc1ccc(F)cc1)C1CCCN(S(=O)(=O)c2cccc3cccnc23)C1 (configuration not stated)	1	4%	-5	1	-5.0	4	1.1	2	-4
O=C(CSc1nc2[nH]ncc2c(=O)n1-c1ccccc1Br)NCc1ccco1	0.9	3%	3	0.99	-2.5	-15	1	7	2
CCC1(CC)Cc2ccccc2C(N)=C1C#N	0.8	5%	11	1.1	0.2	4	1.1	2	4
COc1cc(C2/C(=C(\O)c3ccc4c(c3)CC(C)O4)C(=O)C(=O)N2CCCn2ccnc2)ccc1O (configuration not stated)	0.9	7%	-21	1.1	-2.3	-16	1.1	-10	-5
